# D2 ag: D2 dopamine receptor (human) agonism. 0.53% of 340,000 active. HEK293 T-REx D2 cells, calcium flux agonist mode. activation, % at 2 µM. P14416;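 active = activation over 3 SD above normal in the single-dose calcium agonist read, cut at about 30% in these data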; note: 0% is about no effect
# Target sequence (P14416 whole entry, looked up): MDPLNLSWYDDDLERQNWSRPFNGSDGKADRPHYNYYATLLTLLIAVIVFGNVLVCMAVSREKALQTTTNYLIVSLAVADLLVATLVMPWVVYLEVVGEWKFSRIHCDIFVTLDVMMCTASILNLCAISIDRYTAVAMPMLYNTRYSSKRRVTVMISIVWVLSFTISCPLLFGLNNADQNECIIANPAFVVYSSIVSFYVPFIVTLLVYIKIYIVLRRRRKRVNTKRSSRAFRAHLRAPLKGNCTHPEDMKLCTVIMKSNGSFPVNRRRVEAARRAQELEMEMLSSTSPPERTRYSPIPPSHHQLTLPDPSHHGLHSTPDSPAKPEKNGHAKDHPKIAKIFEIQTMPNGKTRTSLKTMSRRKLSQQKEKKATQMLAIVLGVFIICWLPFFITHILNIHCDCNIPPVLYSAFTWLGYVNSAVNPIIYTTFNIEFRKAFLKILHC
#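 Agonism scored from kinetic calcium signal (1 read/sec, 180 s) following compound pin transfer, after a 10 s baseline. Cells: HEK293 Trex line expressing inducible D2 receptor coupled to calcium, dye-loaded after overnight culture at 30 C.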
# IDH1 R132H inh: human IDH1 R132H inhibition; Potency, µM (series often up to 76.6 µM), for inactives: at the highest dose activity change, negative = inhibition, actives largely listed as inhibitors; 0.093% of 390,000 active; AID 602179; O75874; IDH1-R132H enzyme, NADPH consumption, diaphorase/resazurin fluorescence; note: potency is the fitted concentration of half-maximal effect; % is set by controls: 0 for no effect and ±100 for the full control effect; nearly all actives have a fitted effect of over 65% in size
#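 IDH1-R132H (0.5 ug/mL dispensed) in pH 7.5 Tris buffer was preincubated 30 min with compound, then given a substrate mix of 0.016 mM NADPH and 2 mM alpha-KG for 80 min at room temperature; remaining NADPH was read by diaphorase/resazurin fluorescence.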
# TrxR1 substrate: rat thioredoxin reductase 1 substrate activity; O89049; purified TrxR1 substrate turnover, NADPH consumption readout; Potency, µM (series often up to 114 µM), inactives show top-dose activity change, negative = substrate turnover; 0.01% of 390,000 active; note: potency is the fitted concentration of half-maximal effect; % is set by controls: 0 for no effect and ±100 for the full control effect; nearly all actives have a fitted effect of over 50% in size
#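 Rat TrxR1, dispensed at 90 nM, was prereduced with 400 uM NADPH (final) for 5 min at ~22 deg C, then incubated with compound 15 min before 400 uM selenite. A first-read NADPH fluorescence drop versus no-compound background flagged substrates.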
# TRHR enhancer: TRH receptor (human) allosteric enhancement; P34981; enhancement, % at 2 µM; TRHR cells, fluo-8 calcium fluorescence, EC20 TRH enhancement; 0.66% of 360,000 active; in the data active = enhancement above about 30%; note: 0% is about no effect
# Target sequence (P34981 whole entry, looked up): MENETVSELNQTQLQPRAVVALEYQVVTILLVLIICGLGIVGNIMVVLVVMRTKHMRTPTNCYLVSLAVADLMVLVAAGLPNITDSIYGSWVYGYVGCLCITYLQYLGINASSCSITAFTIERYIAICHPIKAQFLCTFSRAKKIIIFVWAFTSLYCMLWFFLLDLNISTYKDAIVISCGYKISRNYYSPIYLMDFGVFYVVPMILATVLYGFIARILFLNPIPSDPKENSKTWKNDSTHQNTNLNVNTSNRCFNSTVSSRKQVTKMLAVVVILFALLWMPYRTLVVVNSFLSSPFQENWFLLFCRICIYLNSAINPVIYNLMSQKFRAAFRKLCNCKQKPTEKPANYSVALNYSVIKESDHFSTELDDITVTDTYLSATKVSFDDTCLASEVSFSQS
#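 Enhancer read-out: after compound pinning and an initial kinetic agonist-mode read, an EC20 of TRH (10 nM final) was injected and fluo-8 calcium signal (Ex 480/Em 530) followed at 1 s/cycle for 100 cycles in TRHR-expressing cells.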
# D2 antag: antagonizes the human D2 dopamine receptor; 2% of 340,000 active; HEK293 TREx D2 cells, calcium flux, dopamine EC80; P14416; inhibition, % at 10 µM; in the data active = inhibition above about 30%; note: 0% is about no effect
#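 In this primary screen, negative modulation is detected by tracking calcium flux after an EC80 dopamine challenge in inducible HEK293 T-REx D2 cells preexposed to test compound for 180 s.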
# USP1-UAF1 inh: inhibitors of human USP1/UAF1 deubiquitinase | O94782 | recombinant USP1/UAF1, Ub-Rhodamine cleavage fluorescence | Potency, µM (top dose mostly 57.1 µM), for inactives: at the top dose activity change, negative = inhibition, hits mostly inhibitors | 0.23% of 390,000 active; note: potency is the fitted concentration of half-maximal effect; % is set by controls: 0 for no effect and ±100 for the full control effect; nearly all actives have a fitted effect of over 60% in size; inactives centre near -12
#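 In this screen, compounds sit with the deubiquitinase complex (1nM) for 15 min at room temperature before Ub-Rho is added at 150nM final. Fluorescence rise is then followed for 6 reads every 60 seconds.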
# TrxR1 inh: blocks rat thioredoxin reductase 1 | O89049 | recombinant rTrxR1, NADPH fluorescence consumption, selenite substrate | Potency, µM (highest dose often 114 µM), without a hit: at the highest dose activity change, negative = inhibition, actives largely listed as inhibitors | 1% of 390,000 active; note: potency is the fitted concentration of half-maximal effect; % is set by controls: 0 for no effect and ±100 for the full control effect; nearly all actives have a fitted effect of over 65% in size
#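 Rat TrxR1 (90 nM in the dispensed reagent) was pre-reduced with 400 uM NADPH for 5 min at room temperature, then incubated with compound for 15 min. After 400 uM selenite was added, NADPH fluorescence (Ex 340/Em 450 nm) was followed for 8 min.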
# PI4K2A inh: inhibitors of human PI4K2A; purified PI4K2A, ADP-Glo luminescence, 1 h; stronger effect = lower value; 0.13% of 420,000 active; activity change, negative = inhibition, % at 76.9 µM; in the data active = activity change below about -50%; inconclusive = mostly about -30% to -49%;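 note: -100% = wells without enzyme as full effect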
#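 ADP-Glo luminescence measured ADP generated by PI4K2A enzyme (4 ug/mL before mixing) with 1.2 mM PI substrate (pre-mix) and 300 microM ATP (pre-mix). Tris pH7.5 buffer with MgCl2, Triton X-100; 1 h reaction at ambient temperature.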
# TRHR agonist: agonists of human TRH receptor; AID 493084; activation, % at 2 µM; 0.18% of 360,000 active; P34981; TRHR cells, calcium flux fluo-8, FDSS agonist mode; in the data active = activation above about 30%; note: 0% is about no effect
#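 In this calcium-flux screen, cells bearing human TRHR are dye-loaded with fluo-8, baselined for 10 cycles, then exposed to library compounds; positive kinetic calcium responses during the agonist phase mark hits, with TRH as control.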
# * marks the source's active call; other numbers are inactive results; ? = inconclusive; · = no result given; & = joins results of further samples; [ ] = dose if it differs, or a comment. Unless noted, calls come from the whole dose curve; as a rule, active = well fitted inhibition curve with a large enough effect; inconclusive = small, poorly fitted or top-dose-only effect; inactive = no such curve, though single readings can be large or run the other way. Random draw from the library; any-hit rate near 3.9%.
# Short keys – A = D2 ag; B = IDH1 R132H inh; C = TrxR1 substrate; D = TRHR enhancer; E = D2 antag; F = USP1-UAF1 inh; G = TrxR1 inh; H = PI4K2A inh; I = TRHR agonist
COC(=O)C1=C(C)N(Cc2ccccc2)C(=S)N[C@H]1c1cccc(F)c1
  A = -0.2	B = -14%	C = -7%	D = -16&-3	E = -7	F = 14%	G = 2%	H = -3	I = 1.4&-1.0
Cc1cc(-c2n[nH]c(=S)n2/N=C/c2cccc([N+](=O)[O-])c2)n[nH]1
  A = 0.5	B = 4%	C = -5%	D = -4	E = -3	F = -17%	G = ?	H = 3	I = 0.3
COc1ccc(C2NCCO2)cc1OC (stereo not given)
  A = -0.9	B = -4%	C = -4%	D = 1	E = -1	F = -10%	G = -1%	H = -2	I = 1.0
CCCC(=O)Nc1ccc(C(=O)COC(=O)C2=COCCO2)cc1
  A = 0.6	B = 4%	C = -5%	D = 6	E = -7	F = -2%	G = 2%	H = 3	I = 0.1
O=C1C2=C(Nc3ccccc3SC2c2ccc(Cl)c(Cl)c2)c2ccccc21 (stereo not given)
  A = -0.1	B = 0%	C = -1%	D = -4	E = ·	F = -17%	G = 8%	H = 3	I = 0.2
Cc1ccccc1OCC(=O)NCCCNC(=O)c1ccncc1
  A = 1.6	B = -12%	C = -5%	D = -5	E = 6	F = -4%	G = -11%	H = -1	I = 1.0
COC(=O)CCSCc1cn2cc(Cl)ccc2n1
  A = 0.5	B = 1%	C = -2%	D = -4	E = 2	F = -24%	G = 1%	H = 2	I = -0.5
O=C(Cc1cccs1)Nc1ccccc1-c1nc2ccccc2[nH]1
  A = 0.6	B = 8%	C = 44%[activator]	D = -7	E = -10	F = -11%	G = 12%	H = 0	I = 0.9
Cc1ccc(CSCCNC(=O)/C=C/c2ccc(Cl)cc2)cc1
  A = -0.5	B = 6%	C = -1%	D = 2	E = -9	F = 0%	G = 11%	H = -4	I = 0.8
CCN(CC)c1ccc(NC(=O)CNCc2ccccc2Cl)c(C)c1
  A = -0.3	B = -8%	C = 0%	D = 14	E = -2	F = -12%	G = 29%	H = 3	I = -0.5
COc1cccc(NC(=O)NCc2ccccn2)c1
  A = 0.6	B = -9%	C = -1%	D = -5	E = 10	F = -2%	G = 18%	H = -6	I = 0.2
N#CC1=C(SCC(=O)c2ccccc2)NC2=C(C(=O)CCC2)C1c1ccco1 (stereo not given)
  A = -0.2	B = 1%	C = 6%	D = -4	E = 17	F = -2%	G = ?	H = 4	I = -0.8
Cc1cccc(C)c1NC(=O)C/C(N)=N/O
  A = -0.8	B = 3%	C = 2%	D = -3	E = -1	F = 3%	G = 15%	H = -1	I = 2.7
COc1cc(OC)cc(C(=O)NNC(=O)CN2C(=O)NC(C)(c3ccc(C)cc3)C2=O)c1 (stereo not given)
  A = 0.1	B = 0%	C = 1%[57.1 µM]	D = -2	E = -6	F = -25%	G = 5%[57.1 µM]	H = -2	I = 0.2
Cc1ccc(S(=O)(=O)c2nc(-c3ccccc3)oc2SCC(=O)NCC2CCCO2)cc1 (stereo not given)
  A = -0.4	B = -2%	C = 3%	D = 0	E = 13	F = -5%	G = 15%	H = -1	I = -1.3

# (listing goes on)
# Short keys – A = D2 ag; B = IDH1 R132H inh; C = TrxR1 substrate; D = TRHR enhancer; E = D2 antag; F = USP1-UAF1 inh; G = TrxR1 inh; H = PI4K2A inh; I = TRHR agonist
CC(C)COC(=O)N1CCCC1C(=O)O (stereo not given)
  A = 0.2	B = -6%	C = 2%	D = 7	E = -3	F = 0%	G = 13%	H = 1	I = -0.5
CC1Nc2ncnc(N3CCN(c4ccccc4)CC3)c2N(Cc2ccc(Cl)cc2)C1=O (stereo not given)
  A = 1.1	B = -6%	C = 10%[57.1 µM]	D = 13	E = 1	F = 17%	G = 23%[57.1 µM]	H = -1	I = -0.2
CCOc1ccccc1NC(=O)N1CCN(S(C)(=O)=O)CC1
  A = 1.6	B = 2%	C = -11%[57.1 µM]	D = -1	E = -13	F = ?	G = 30%[57.1 µM]	H = 3	I = 0.5
CC(=O)Nc1cccc(NC(=O)Nc2cccc3ccccc23)c1
  A = 0.3	B = -16%	C = -3%	D = -9	E = 46*	F = -6%	G = 3%	H = -6	I = -0.7
COCCn1c(-c2ccc(OC)cc2)cnc1N
  A = -0.1	B = 5%	C = 2%	D = 1	E = -1	F = -19%	G = 8%	H = 5	I = 0.0
Cn1ccnc1C1CCCCN1Cc1nc(Cc2ccccc2F)no1 (stereo not given)
  A = 0.7	B = 0%	C = -4%	D = 19	E = 0	F = -9%	G = 4%	H = -1	I = -0.4
CCS(=O)(=O)NCC(c1cccnc1)N1CCN(c2ccccc2F)CC1 (stereo not given)
  A = -0.1	B = 1%	C = -1%	D = 4	E = 0	F = -11%	G = 0%	H = -7	I = -0.4
COc1ccc(C2=NN(C(=O)CSc3nc(=O)n4cccc(C)c4n3)C(c3ccc(C)cc3)C2)cc1 (stereo not given)
  A = 1.0	B = 2%	C = 2%	D = -5	E = 34*	F = -17%	G = -10%	H = 5	I = 0.0
O=C(COCc1ccccc1)N[C@@H](Cc1ccc(O)cc1)C(=O)O
  A = 0.0	B = -5%	C = -1%	D = 0	E = -7	F = 8%	G = 6%	H = -3	I = -0.5
CCOc1ccc(OCC)c(NC(=O)C2CCN(c3ncccn3)CC2)c1
  A = 0.2	B = 12%	C = 5%	D = -2	E = -4	F = -20%	G = 22%	H = 1	I = -0.9
O=C(NCc1ccco1)C(=O)c1cn(CC(=O)N2CCCCCC2)c2ccccc12
  A = -0.4	B = -6%	C = -3%[57.1 µM]	D = -6	E = -2	F = 3%	G = 11%[57.1 µM]	H = -4	I = 0.6
Cc1ccc(Nc2c(-c3ccccc3)nc3cnccn23)cc1
  A = -1.0	B = 6%	C = 5%	D = 7	E = -14	F = -11%	G = 14%	H = -2	I = -0.1
Cc1ccc[n+](-c2[nH]c(=O)sc2/C=N/N=C(\[O-])CCn2c3ccccc3c3ccccc32)c1
  A = 1.5	B = -8%	C = 3%[57.1 µM]	D = 0	E = -9	F = -11%	G = 3%[57.1 µM]	H = 2	I = 0.2
Cc1ccc(C(=O)N2CCN(CCNC(=O)C(=O)NC(C)C)CC2)cc1
  A = -0.3	B = 1%	C = 7%[11.4 µM]	D = -7	E = 17	F = -3%	G = 22%[11.4 µM]	H = 5	I = -0.4
NC(=O)c1ccsc1NC(=O)CN1C(=O)C2CC=CCC2C1=O (stereo not given)
  A = 0.1	B = 7%	C = 3%	D = -4	E = -7	F = -7%	G = 0%	H = 104	I = 0.1

# Next entries.
# Short keys – A = D2 ag; B = IDH1 R132H inh; C = TrxR1 substrate; D = TRHR enhancer; E = D2 antag; F = USP1-UAF1 inh; G = TrxR1 inh; H = PI4K2A inh; I = TRHR agonist
Cc1ccc(-n2c(SCC(N)=O)nc(O)cc2=O)cc1
  A = 2.5	B = 0%	C = 4%	D = 1	E = 22	F = -11%	G = 9%	H = -4	I = 0.5
Cc1ccc(C(=O)NCCNC(=O)c2ccc(C)nc2)cc1
  A = -0.7	B = 1%	C = 11%	D = -3	E = 2	F = -17%	G = 39%[activator]	H = -1	I = -0.4
CC(C)CCNC1=NCCCCC1
  A = ·	B = 0%	C = 8%	D = -4	E = ·	F = 0%	G = 24%	H = -5	I = -0.1
COc1ccc(C(O)c2nccn2Cc2ccccc2)cc1OC (stereo not given)
  A = 0.3	B = 0%	C = -2%	D = -4	E = 21	F = -12%	G = -6%	H = -1	I = 1.0
Cc1cccc(Nc2ncc(NC(=O)c3cccc(F)c3)c(Nc3cccc(C)c3)n2)c1
  A = 1.1	B = -18%	C = -5%	D = 3	E = ·	F = 3%	G = 6%	H = -4	I = 0.8
O=c1c2ccccc2nc2c3ccccc3c(NCCO)nn12
  A = 0.2	B = 8%	C = 92%[activator]	D = 2	E = -16	F = -9%	G = 5%	H = -4	I = 0.2
CCCCCC(=C/c1ccccc1)/C=N/Nc1ccc(S(=O)(=O)N2CCOCC2)cc1[N+](=O)[O-]
  A = ·	B = -4%	C = -3%	D = ·	E = ·	F = -5%	G = 9%	H = 10	I = ·
COc1cc(C2NC(=O)NC(c3ccccc3)=C2C(C)=O)cc(Cl)c1OCC(=O)O (stereo not given)
  A = 0.9	B = 1%	C = -10%	D = 33*	E = 8	F = -19%	G = 17%[57.1 µM]	H = -3	I = 0.0

# Entries from the list above that contain a Cl atom (6):
# Short keys – A = D2 ag; B = IDH1 R132H inh; C = TrxR1 substrate; D = TRHR enhancer; E = D2 antag; F = USP1-UAF1 inh; G = TrxR1 inh; H = PI4K2A inh; I = TRHR agonist
O=C1C2=C(Nc3ccccc3SC2c2ccc(Cl)c(Cl)c2)c2ccccc21 (stereo not given)
  A = -0.1	B = 0%	C = -1%	D = -4	E = ·	F = -17%	G = 8%	H = 3	I = 0.2
COC(=O)CCSCc1cn2cc(Cl)ccc2n1
  A = 0.5	B = 1%	C = -2%	D = -4	E = 2	F = -24%	G = 1%	H = 2	I = -0.5
Cc1ccc(CSCCNC(=O)/C=C/c2ccc(Cl)cc2)cc1
  A = -0.5	B = 6%	C = -1%	D = 2	E = -9	F = 0%	G = 11%	H = -4	I = 0.8
CCN(CC)c1ccc(NC(=O)CNCc2ccccc2Cl)c(C)c1
  A = -0.3	B = -8%	C = 0%	D = 14	E = -2	F = -12%	G = 29%	H = 3	I = -0.5
CC1Nc2ncnc(N3CCN(c4ccccc4)CC3)c2N(Cc2ccc(Cl)cc2)C1=O (stereo not given)
  A = 1.1	B = -6%	C = 10%[57.1 µM]	D = 13	E = 1	F = 17%	G = 23%[57.1 µM]	H = -1	I = -0.2
COc1cc(C2NC(=O)NC(c3ccccc3)=C2C(C)=O)cc(Cl)c1OCC(=O)O (stereo not given)
  A = 0.9	B = 1%	C = -10%	D = 33*	E = 8	F = -19%	G = 17%[57.1 µM]	H = -3	I = 0.0
